Screens as filed in PubChem BioAssay.
Growth percent in the NCI-60 one-dose screen (48 h, 10 µM unless noted): 100 = growth as untreated, 0 = no growth, -100 = all killed.
UACC-257 = UACC-257 melanoma. 4.4% of 78,000 active. AID 1794764
SK-MEL-28 = SK-MEL-28 melanoma; 4.1% of 81,000 active
SK-MEL-2 = SK-MEL-2 melanoma; 4.7% of 77,000 active
LOX IMVI = LOX IMVI melanoma; 7.4% of 79,000 active
SK-MEL-5 = SK-MEL-5 melanoma; 6.4% of 80,000 active
MALME-3M = MALME-3M melanoma | 5.8% of 78,000 active | AID 1794766
UACC-62 = UACC-62 melanoma. AID 1794756. 5.4% of 81,000 active
MDA-MB-435 = MDA-MB-435 melanoma; 7.8% of 82,000 active; AID 1794794
The depositor's hits bear a star; x = no result given; & = joins results of further samples. Rule for the calls: active = growth percent below 10; inactive = the rest.

SMILES	SK-MEL-2	LOX IMVI	SK-MEL-28	UACC-257	SK-MEL-5	MALME-3M	MDA-MB-435	UACC-62
CC(=O)c1ccc(NS(=O)(=O)c2ccc([N+](=O)[O-])cc2)cc1	95	99	123	105	97	115	122	75
c1ccc(C2=NNC(c3cc(-c4cc5ccccc5o4)n(-c4ccccc4)n3)C2)cc1 (configuration not stated)	106	x	98	94	100	96	106	93
Cc1cc(C)c(F)c(C)c1N	102	100	110	109	103	125	102	99
Cc1ccc2nc(NC(=O)CSC(=S)N3CCN(c4ccccc4)CC3)sc2c1	96	-65*	107	108	95	105	111	x
S=C1NCCCN1	117	101	116	122	112	x	116	101
Cc1ccc(C(=O)Nc2cc(-n3ccnc3C)cc(C(F)(F)F)c2)cc1C#Cc1cnc2cccnn12	-64*	-80*	-32*	3.4*	-68*	-36*	3.5*	-40*
CCCCCC(C)CO (configuration not stated)	109	97	109	99	100	96	105	102
Cc1[nH]c(-c2nc3ccccc3[nH]2)c(C)c1C(=O)NNc1ccc(Cl)cc1	103	94	100	91	98	95	98	90
O=C(Nc1ccc2c(ccn2Cc2ccc(F)cc2)c1)c1cnccn1	93	82	102	89	102	109	82	75
CCOC(=O)Cc1cc(=O)c2cc(C)ccc2[nH]1	106	x	121	94	103	97	116	106
N#Cc1cccc(-c2nc(N)nc(Nc3ccccc3SSc3ccccc3Nc3nc(N)nc(-c4cccc(C#N)c4)n3)n2)c1	103	56	100	113	94	106	98	89
Cc1ccc(N=Nc2c(Nc3ccccc3)[nH][nH]c2=O)cc1	99	113	109	106	101	99	101	88
NCCCCCCN	120	101	110	x	102	110	109	104
CC(C)(O)CN(C(=O)C(c1ccccc1)c1ccccc1)C1CCCCC1	108	102	95	103	83	152	100	92
CCCCNc1ncnc2c1cnn2C	107	99	111	97	106	105	111	85
C/C(=C(/C)C1CC1CCN(C(=O)c1ccc([N+](=O)[O-])cc1)S(=O)(=O)c1ccc(C)cc1)C1CCCC1 (configuration not stated)	103	91	107	102	94	115	103	73
CCOC(=O)c1ccc2c(c1)ncn2-c1ccc(NS(C)(=O)=O)cc1	105	100	109	120	98	117	102	103
NC(N)=NC(N)=Nc1ccccc1Cl	94	99	109	102	122	106	102	106
CC(=O)c1c(C)[nH]c2c1c(-c1cc(Cl)cc(Cl)c1O)nc1ccccc12	99	90	98	102	99	101	94	77
C(CCSC1=NCCN1)CCSC1=NCCN1	125	100	100	108	110	123	105	105
c1ccc(-c2nc(-c3nc4ccccc4[nH]3)c3ccccn23)cc1	76	84	91	110	74	66	99	75
O=C1NC(=O)C(c2ccccc2)O1 (configuration not stated)	90	97	109	99	104	100	104	105
CN1CCO/C1=C(/NC(=O)c1ccc(Cl)cc1)[P+](c1ccccc1)(c1ccccc1)c1ccccc1	91	40	76	62	70	69	67	49
COc1cc(C(C)O)cc(OC)c1OC (configuration not stated)	114	99	97	113	99	114	99	92
CCOC(=O)c1cc(C(=O)c2ccc(Br)cc2)n2ccc(/C=C/c3cc[n+](CC(=O)c4ccc(OC)cc4)cc3)cc12	105	81	106	100	95	98	101	93
COc1ccc(Nc2nc(N/N=C/c3ccc(O)cc3)nc(Nc3ccc([N+](=O)[O-])cc3)n2)cc1	103	107	104	100	104	114	116	110
O=C(Cn1c(/C=C/c2cccc(Br)c2)nc2ccccc2c1=O)Nc1ccc(Cl)cc1	112	93	114	105	102	89	113	93
COc1ccc(/C(=C(\c2ccccc2)[N+](=O)[O-])c2ccc(OCCN3CCCC3)cc2)cc1	79	-20*	-10*	-26*	-78*	-7.3*	48	38
CCNCCNc1cc(-c2ccc(C#N)cc2)c(C#N)c2nc3ccccc3n12	x	-54*	-48*	58	66	52	14	-35*
COc1cc(C=O)cc(Br)c1O	105&86	92&99	113&108	116&118	111&108	144&103	120&103	116&107
CCOc1ccnc(OCC)n1	104	109	110	84	100	102	114	103
COc1cc(/C=C2\SC(=S)N(/C=C/c3nc4ccccc4[nH]c3=O)C2=O)cc(OC)c1OC	81	57	91	79	83	x	82	82
C=C[C@@H]1C[C@@H]2Cc3ccccc3N1O2	88	104	109	98	107	125	100	101
CSc1nnc2n(Cc3ccccc3)c(=O)c3c(C)c(C(N)=O)sc3n12	114	94	112	122	111	110	112	111
O=C(C[C@]1(O)C(=O)Nc2ccccc21)c1cccc(C(F)(F)F)c1	91	93	92	100	92	83	103	78
COc1ccc(CCNc2nc3c(c(=O)n(Cc4ccccc4)c(=O)n3C)n2C)cc1OC	104	98	106	101	99	97	102	98
COc1ccc(C2C=C(c3ccc(Cl)cc3)N=C3SC=C(C)N32)cc1OC (configuration not stated)	106	93	112	103	98	97	100	106
COc1ccc(CN2C(=O)c3cnc4c(c(C)nn4-c4ccccc4)c3C2=O)cc1OC	115	94	100	112	111	114	101	105
COc1cc2c(c(OC)c1OC)C(=O)CC(c1cccc(NC(=O)c3cccc(NC(=O)[C@H](C)N)c3)c1)O2 (some centres not stated)	92	x	101	95	76	82	87	72
O=c1[nH]c2cc([N+](=O)[O-])ccc2c2cc(Br)ccc12	104	83	104	93	81	104	100	85

Results in MALME-3M and MDA-MB-435, for 2 of the compounds above:
SMILES	MALME-3M	MDA-MB-435
O=C(Cn1c(/C=C/c2cccc(Br)c2)nc2ccccc2c1=O)Nc1ccc(Cl)cc1	89	113
COc1ccc(/C(=C(\c2ccccc2)[N+](=O)[O-])c2ccc(OCCN3CCCC3)cc2)cc1	-7.3*	48

Looked up above:
C=C[C@@H]1C[C@@H]2Cc3ccccc3N1O2 – LOX IMVI = 104
COc1cc(C(C)O)cc(OC)c1OC (configuration not stated) – UACC-62 = 92
COc1ccc(C2C=C(c3ccc(Cl)cc3)N=C3SC=C(C)N32)cc1OC (configuration not stated) – UACC-257 = 103
CCNCCNc1cc(-c2ccc(C#N)cc2)c(C#N)c2nc3ccccc3n12 – LOX IMVI = -54*
O=C(C[C@]1(O)C(=O)Nc2ccccc21)c1cccc(C(F)(F)F)c1 – LOX IMVI = 93
COc1ccc(Nc2nc(N/N=C/c3ccc(O)cc3)nc(Nc3ccc([N+](=O)[O-])cc3)n2)cc1 – LOX IMVI = 107
CSc1nnc2n(Cc3ccccc3)c(=O)c3c(C)c(C(N)=O)sc3n12 – UACC-257 = 122

Some of the entries so far, with values under each structure.
The line under a structure holds: SK-MEL-2, LOX IMVI, SK-MEL-28, UACC-257, SK-MEL-5, MALME-3M, MDA-MB-435, UACC-62
- COc1cc(/C=C2\SC(=S)N(/C=C/c3nc4ccccc4[nH]c3=O)C2=O)cc(OC)c1OC
→ 81, 57, 91, 79, 83, x, 82, 82
- CSc1nnc2n(Cc3ccccc3)c(=O)c3c(C)c(C(N)=O)sc3n12
→ 114, 94, 112, 122, 111, 110, 112, 111
- COc1ccc(CCNc2nc3c(c(=O)n(Cc4ccccc4)c(=O)n3C)n2C)cc1OC
→ 104, 98, 106, 101, 99, 97, 102, 98
- CCCCNc1ncnc2c1cnn2C
→ 107, 99, 111, 97, 106, 105, 111, 85

Later entries:
SMILES	SK-MEL-2	LOX IMVI	SK-MEL-28	UACC-257	SK-MEL-5	MALME-3M	MDA-MB-435	UACC-62
NC1=CC(=O)C(=O)c2cccnc21	78	26	84	64	21	-0.9*	-83*	88
Cc1ccccc1N1C(=O)C2C3C=CC(O3)C2C1=O (configuration not stated)	119	102	111	95	111	112	102	107
O=C(O)c1ccccc1Cc1ccccc1	108	99	147	94	103	71	94	105
CN(C)c1ccc(C2CC(=O)c3c(oc4cc(O)c(O)cc34)C2)cc1 (configuration not stated)	99	92	96	93	98	102	106	96
Cc1cccnc1NC(=O)OC(C)C	121	97	102	101	105	111	82	x
COc1ccc2nc(/C=C3\SC(=S)N(Cc4ccco4)C3=O)ccc2c1	89	99	90	87	96	95	94	89
CC(C)N1C(=O)C2C3C=CC(C3)C2C1=O (configuration not stated)	119	105	120	107	106	103	107	110
O=[N+]([O-])c1ccc(N=Cc2ccccc2)cc1	99	91	96	100	91	96	81	56
Cc1ccc(-n2cc(-c3ccccc3)c3c4n(c(=S)nc32)CCN4)cc1	105	96	112	114	97	106	100	85
COc1ccc(NC(C)=O)c([N+](=O)[O-])c1	95	102	113	112	110	122	108	102
CCCNC(=O)Oc1ccc(/C(=C(/C)Cc2ccc(OC)cc2)c2ccc(OCCN3CCCC3)cc2)cc1	99	48	56	73	12	29	66	53
Nc1ncnc2c1N=C(c1ccc(F)cc1)CC(c1cccc(Nc3ccnc4cc(C(F)(F)F)ccc34)c1)N2 (configuration not stated)	86	74	91	65	55	83	18	76
c1ccc(-c2nn[nH]n2)c(-c2ccc(Cn3ccnc3)cc2)c1	99	97	96	116	111	122	104	103
O=C(/C=C/c1cccnc1)NCCCCC1CCCN(C(=O)c2ccccc2)C1 (configuration not stated)	15	x	73	109	62	84	7.3*	87
NS(=O)(=O)c1ccc(NC(=O)CC(=O)c2ccccc2)cc1	115	99	107	110	106	115	104	100
COc1ccc(C/C(C)=C(\c2ccccc2)c2ccc(OCCN)cc2)cc1	98	84	105	101	100	101	105	93
COc1ccc(/C=C\C(=O)OCCCCOC(=O)/C=C/c2ccc(OC)cc2)cc1	106	97	107	103	101	98	104	94
O=C1OC(=O)C2C3CCC(O3)C12 (configuration not stated)	102&107	110&95	119&107	111&102	107&102	112&92	107	102
CCOC(=O)c1c(NC(C)=O)sc2c1CCC(=O)C2=O	111	85	115	94	100	122	85	91
CCC(C(=O)O)c1cccc2ccccc12 (configuration not stated)	104	99	110	90	102	105	103	97
COc1ccc(CN2CCc3c(Sc4ccccc4Cl)nc(N)nc3C2=O)c(OC)c1	90	77	106	92	83	88	85	89
CN1CCN(Cc2ccc(NC(=O)c3ccc(C#Cc4c(N)ncc5ccc(F)cc45)cc3)cc2C(F)(F)F)CC1	-40*	-94*	-98*	-58*	-91*	-88*	-92*	-73*
O=C(Nc1ccccc1)c1nc(=O)[nH]c2ccccc12	103	102	103	100	104	90	99	91
C=CCOC(=O)Oc1c(C)cc([N+](=O)[O-])cc1[N+](=O)[O-]	130	92	109	82	110	99	101	85
Cc1ccc(-c2c(C(=O)NS(=O)(=O)C3CC3)n(Cc3cccc(C(F)(F)F)c3)c3ccccc23)cc1Cl	82	61	87	74	57	79	68	29
CN(C)c1nc(-c2ccco2)n2nc(-c3ccco3)cc2n1	122	76	119	106	82	131	x	82
COc1cc2c(cc1OC)C(Sc1ccc(SC)cc1)c1c(nc(N)c(C#N)c1N)O2 (configuration not stated)	-64*	-96*	-55*	-51*	x	-67*	-91*	-61*
CC(=O)c1sc(Nc2cccc(Nc3nc(C)c(C)s3)c2)nc1C	x	48	72	89	56	70	59	49
O=C1OCC/C1=C1/NCCNC1=O	115	106	103	100	107	107	100	102
COc1ccc(N2C(=O)c3sc4nc5ccsc5c(=O)n4c3C2=O)c(OC)c1	71	94	132	94	102	114	100	81
CCCC(=O)OC/C=C/c1ccccc1	104	95	106	108	112	106	138	84
O=[N+]([O-])c1cc([N+](=O)[O-])c(C(F)(F)F)cc1NN=C(c1ccc(O)cc1)c1ccc(O)cc1	-80*	14	95	-61*	-97*	117	99	61
CCCCC1(C(OC)OC)NC(=O)N(C)C1=O (configuration not stated)	108	88	110	89	101	116	100	97
O=C(CCN1C(=O)c2ccccc2C1=O)c1ccccc1	90	97	90	99	96	86	102	112
COc1ccc(/C=N\O)cc1OC	117	106	106	108	108	x	x	96
CC1CCCC/C1=N/NC(=O)c1ccccc1 (configuration not stated)	121	100	107	94	96	96	104	91
Cc1cc(C(=O)O)c(C)c([N+](=O)[O-])c1	108	103	114	104	101	107	100	104
CC(=O)Nc1cccc(-c2nc3cc(-c4ccc(O)cc4)ccc3n2C)c1	53	x	27	-3.3*	-9.8*	-4.4*	11	16
CN(C)c1ccc(C(c2ccccc2)c2ccc(N(C)C)cc2)cc1	89	90	107	98	106	x	97	98
O=c1[nH]c2ccccc2cc1CSc1ccc(Nc2nccc(-c3ccc(Cl)cc3)n2)cc1	4.3*	-80*	43	54	48	-54*	9.6*	24
Cc1cc(SC#N)ncn1	67	94	114	103	100	100	107	93
CCOc1ccc(N2C(=O)N(c3ccc(C)cc3)C(=N)C2=S)cc1	101	97	116	93	103	98	107	96
CCN(CC)CCOc1ccc(C(=C(C)Cc2ccc(OC)cc2)c2ccc(OCCN(CC)CC)cc2)cc1	116	-81*	-82*	63	31	-76*	-66*	-38*
Cc1ccc(-c2ncc(S(=O)(=O)c3ccccc3)o2)cc1	115	95	106	107	100	116	106	95
N#C/C(=C\c1ccccc1Cl)c1ccccc1	94	105	103	94	99	82	96	x
CNC(C)[C@H]1CCC2C3CC=C4C(=O)[C@@H](NC(=O)C=C(C)C)CC[C@]4(C)C3CC[C@@]21C (some centres not stated)	24	-54*	-86*	-31*	-90*	-52*	-41*	-67*
CS(=O)(=O)c1ccc(C(=O)N/N=C/c2ccc3c(c2)OCO3)cc1	89	97	114	59	106	105	102	98
CCCCCCCCOc1ccc(/C=C/C(=O)c2ccc(OC)cc2)cc1	95	91	114	92	86	99	100	80
CN1CCN(c2ccc(Nc3nc(NCCNS(=O)(=O)c4cccc(Br)c4)c4sccc4n3)cc2)CC1	113	106	98	104	93	104	96	97
C/C(=C(/c1ccc(Cl)cc1)c1ccc(OCCN2CCOCC2)cc1)c1ccccc1	x	88	90	85	101	92	91	99
C#CC(=O)O	99	98	101	95	95	102	109	97
O=C(Nc1ccc(Oc2ccc(F)cc2)c(Cl)c1)c1cnccn1	54	51	77	80	50	70	-2.8*	50
CCCC1CCNCC1	114	106	113	x	104	110	111	106
CCCn1c(O)c(N=Nc2ccc(S(N)(=O)=O)cc2)c2cc(Cl)ccc21	105	99	110	102	101	101	105	100
CSC1=Nc2c(c(C)c(-c3ccccc3)n2CCCC(=O)O)C2=NC(=O)CN12	117	77	84	99	97	133	107	95

Hits appear at their usual frequency; 12% or so of the library scored in one or more.
